MMP-13 inhibitor: inhibitors of human MMP13 | P45452 | MMP-13 fTHP FRET cleavage, Mca fluorescence | inhibition, % at 4 µM | hit rate 0.07% among 65,000 | AID 570;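 active = inhibition above the mean of compound-free control plate wells plus 3 SD, cut at about 14% in these data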;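 also: 0% = DMSO wells and 100% = wells with reference MMP-13 inhibitor after basal subtraction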
PKA inh: PKA (human) kinase inhibition | inhibition, % at 6 µM | PKA Kemptide phosphorylation, Kinase-Glo ATP luminescence | P17612 | hit rate 0.1% among 65,000 | AID 524;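 active = inhibition above the screen-wide mean inhibition plus 3 SD, cut at about 21% in these data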; also: many of its hits are not listed in these tables
HEK293 NFkB inh: lowers PMA/ionomycin-induced NF-kB signal in HEK293 cells; HEK-293 NF-kB luciferase reporter, luminescence; AID 465; inhibition, % at 3 µM; hit rate 0.21% among 62,000;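 active = inhibition above the mean of all tested compounds plus 3 SD, cut at about 40% in these data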;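 also: 0% = stimulated DMSO wells and 100% = 10 µM reference inhibitor 5653914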
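Reagent: PMA plus ionomycin mix as NF-kB-activating stimulus. Assay system: NF-kB luciferase reporter HEK-293 cells. Technique: luminescence from luciferase substrate reagent. Incubation: 1 h compound pre-incubation, 16 h PMA/ionomycin at 37 °C. Benchmarks: DMSO only as uninhibited control, 10 µM reference inhibitor as full inhibition. Repeats: tested once.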
ROCK2 blocker: ROCK2 (human) kinase inhibition; O75116; purified ROCK2, Kinase-Glo ATP depletion luminescence; inhibition, % at 6 µM; hit rate 0.35% among 60,000; AID 604;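 active = inhibition above the screen-wide mean inhibition plus 3 SD, cut at about 18% in these data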;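 also: plate controls were DMSO wells for no effect and Y-27632 control wells after no-enzyme background subtraction for full effect; many of its hits are not listed in these tables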
A340 absorber: compounds absorbing at 340 nm; compound absorbance at 340 nm, fold over control; fold change at 10 µM; 65,000 tested, under 10 active;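 active = at 10 µM dose, initial 340 nm absorbance at least 2 fold that of control wells; inactive = change under 2 fold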;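 also: initial absorbance extrapolated from kinetic A340 decline of NADH oxidation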
Fluor 339 460: intrinsic fluorescence of library compounds, ex339/em460 – biochemical, MLSMR library, data from DPM-DC assay, artefact control, profiling panel | compound autofluorescence, ex339/em460 nm, NADH buffer; hits give high values; 1 = no-compound wells, NADH background | fluorescence fold increase at 10 µM | hit rate 5.5% among 65,000;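 active = at 10 µM, mean starting fluorescence two-fold or more over control wells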;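 also: signal is the first read of a kinetic run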
NADH enzymes: blocks coupling enzymes of NAD/NADH assays | coupled PK/LDH NADH assays, four targets | IC50, µM (top dose mostly 10 µM), without a hit: top-dose inhibition | hit rate 0.02% among 65,000;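 active = single-dose screening hits from any of four coupled enzyme assays that gave an IC50 when retested across doses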;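 also: the DPM-DC format reads NADH fluorescence rather than 340 nm absorbance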
JNK3 inh: JNK3 (human) kinase inhibition. purified JNK3 kinase activity, HTS. inhibition, % at 8 µM. hit rate 0.61% among 60,000. AID 746; in the data active = inhibition above about 17%;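 also: 0% = DMSO and 100% = reference inhibitor; many of its hits are not listed in these tables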
Target sequence (P53779 whole entry, looked up): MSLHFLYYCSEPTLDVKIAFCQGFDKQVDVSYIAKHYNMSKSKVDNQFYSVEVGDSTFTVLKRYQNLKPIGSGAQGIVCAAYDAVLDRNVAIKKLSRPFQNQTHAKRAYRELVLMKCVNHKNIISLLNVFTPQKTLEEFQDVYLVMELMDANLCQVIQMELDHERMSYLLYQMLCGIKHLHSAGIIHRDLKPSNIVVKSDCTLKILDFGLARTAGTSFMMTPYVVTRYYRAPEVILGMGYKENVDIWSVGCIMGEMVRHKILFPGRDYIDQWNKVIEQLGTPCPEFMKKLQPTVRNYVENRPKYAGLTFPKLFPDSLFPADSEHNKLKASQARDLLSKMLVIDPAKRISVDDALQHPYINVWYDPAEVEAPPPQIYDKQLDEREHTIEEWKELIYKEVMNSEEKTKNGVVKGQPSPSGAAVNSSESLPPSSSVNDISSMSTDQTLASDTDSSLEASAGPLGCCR
Ecoli tolC: growth inhibitors of E. coli BW25113 tolC mutant | OD615 | AID 573 | hit rate 2.2% among 65,000 | growth inhibition, % at 10 µM (by protocol);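 active = growth inhibition at or above a cutoff equal to the mean over every tested compound plus 3 SD, cut at about 60% in these data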;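 also: growth measured after 20 h incubation at 37 °C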
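Test system: E. coli BW25113 ΔtolC::kan bacteria | Medium: Kanamycin-containing LB broth (50 µg/mL) | Dosing: One dose of 10 µM final | Times: 20 h incubation with compound, 37 °C | Detection: Optical density read at 615 nm | Read-out basis: Percent growth inhibition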
Active calls of the source: *; · = no result given; [ ] = another dose, or the depositor's remark. This is a subset. The share of hits here may be higher or lower than overall.

Start of the data: the first 16 compounds, to show the layout:
SMILES	MMP-13 inhibitor	PKA inh	HEK293 NFkB inh	ROCK2 blocker	A340 absorber	Fluor 339 460	NADH enzymes	JNK3 inh	Ecoli tolC
COc1ccc(CC(=O)Nc2cccc(-c3nnc(-c4ccco4)o3)c2)cc1	-34	6	·	3	1	1.1	3%	7	-1
Cc1c(C(=O)N(Cc2cccs2)C2CCS(=O)(=O)C2)oc2ccccc12 (stereo unspecified)	3	11	3	2	1	1.1	2%	0	15
O=C(CN(C(=O)CSc1nnc(COc2ccccc2)o1)c1ccc(F)cc1)NC1CCCCC1	2	0	6	2	1	1.1	4%	-3	-1
COCCCN1C(=O)C(=O)/C(=C(/O)c2ccc(OC)cc2C)C1c1cccnc1 (stereo unspecified)	-6	2	4	5	1.1	1	10%	-8	-28
COCc1nnc(NS(=O)(=O)c2ccc(NC(C)=O)cc2)s1	-22	6	0	4	0.99	1.1	8%	-1	-20
COc1ccc(C)cc1N(CC(=O)O)S(=O)(=O)c1ccc(C)cc1	4	5	14	1	1	1.1	2%	1	20
CSCCC(NC(=O)OC(C)(C)C)C(=O)NC(CC(C)C)C(N)=O (stereo unspecified)	-3	7	9	3	0.99	1	1%	2	-20
O=C(NCC1COc2ccccc2O1)c1ccc(NC(=O)c2ccco2)cc1 (stereo unspecified)	2	8	10	2	1	1.1	2%	4	19
CCC(=O)Nc1ccc(NC(=O)CSc2nnnn2C(C)C)cc1	-2	8	-2	5	0.97	1	2%	-6	0
COc1cc(NC(=O)c2cc3ccccc3o2)c(OC)cc1Cl	-33	-4	17	2	1.1	2.2*	8%[fluoresces]	4	2
CCOc1ccc(-n2cc(C(=O)N3CCN(C)CC3)c3cc(OC)c(OC)cc3c2=O)cc1	-1	13	18	6	1	1.1	4%	0	-18
CCN(CC)c1ccc(NC(=O)CSc2nnc(N)s2)cc1C	2	-3	-1	-7	1	1.1	4%	-16	8
COc1ccc(CN(Cc2cc3cc(C)ccc3[nH]c2=O)C(=O)N(C)C)cc1	-18	5	17	1	1.1	1.8	11%	-3	-10
Cc1ccc(C)c(NC(=O)CSc2nnc(Cc3cccn3C)n2-c2ccc(F)cc2)c1	2	7	7	2	1	1.1	4%	2	-10
CN1CCN(C(=O)CSc2nc(-c3cccs3)cc(-c3cccs3)c2C#N)CC1	-35	9	3	6	1.1	2.8*	6%	-1	7
OCCNC1=NCCN1	-4	4	·	1	1	1	2%	2	10

Results, repeating the preview:
SMILES	MMP-13 inhibitor	PKA inh	HEK293 NFkB inh	ROCK2 blocker	A340 absorber	Fluor 339 460	NADH enzymes	JNK3 inh	Ecoli tolC
COc1ccc(CC(=O)Nc2cccc(-c3nnc(-c4ccco4)o3)c2)cc1	-34	6	·	3	1	1.1	3%	7	-1
Cc1c(C(=O)N(Cc2cccs2)C2CCS(=O)(=O)C2)oc2ccccc12 (stereo unspecified)	3	11	3	2	1	1.1	2%	0	15
O=C(CN(C(=O)CSc1nnc(COc2ccccc2)o1)c1ccc(F)cc1)NC1CCCCC1	2	0	6	2	1	1.1	4%	-3	-1
COCCCN1C(=O)C(=O)/C(=C(/O)c2ccc(OC)cc2C)C1c1cccnc1 (stereo unspecified)	-6	2	4	5	1.1	1	10%	-8	-28
COCc1nnc(NS(=O)(=O)c2ccc(NC(C)=O)cc2)s1	-22	6	0	4	0.99	1.1	8%	-1	-20
COc1ccc(C)cc1N(CC(=O)O)S(=O)(=O)c1ccc(C)cc1	4	5	14	1	1	1.1	2%	1	20
CSCCC(NC(=O)OC(C)(C)C)C(=O)NC(CC(C)C)C(N)=O (stereo unspecified)	-3	7	9	3	0.99	1	1%	2	-20
O=C(NCC1COc2ccccc2O1)c1ccc(NC(=O)c2ccco2)cc1 (stereo unspecified)	2	8	10	2	1	1.1	2%	4	19
CCC(=O)Nc1ccc(NC(=O)CSc2nnnn2C(C)C)cc1	-2	8	-2	5	0.97	1	2%	-6	0
COc1cc(NC(=O)c2cc3ccccc3o2)c(OC)cc1Cl	-33	-4	17	2	1.1	2.2*	8%[fluoresces]	4	2
CCOc1ccc(-n2cc(C(=O)N3CCN(C)CC3)c3cc(OC)c(OC)cc3c2=O)cc1	-1	13	18	6	1	1.1	4%	0	-18
CCN(CC)c1ccc(NC(=O)CSc2nnc(N)s2)cc1C	2	-3	-1	-7	1	1.1	4%	-16	8
COc1ccc(CN(Cc2cc3cc(C)ccc3[nH]c2=O)C(=O)N(C)C)cc1	-18	5	17	1	1.1	1.8	11%	-3	-10
Cc1ccc(C)c(NC(=O)CSc2nnc(Cc3cccn3C)n2-c2ccc(F)cc2)c1	2	7	7	2	1	1.1	4%	2	-10
CN1CCN(C(=O)CSc2nc(-c3cccs3)cc(-c3cccs3)c2C#N)CC1	-35	9	3	6	1.1	2.8*	6%	-1	7
OCCNC1=NCCN1	-4	4	·	1	1	1	2%	2	10
CC1CCN(c2ccc(C(=O)O)cc2)CC1	3	6	0	8	0.96	1	6%	5	-5
CN(C)C(=O)C1(c2ccccc2)CCN(S(=O)(=O)c2ccccc2)CC1	2	7	-6	2	1	1.1	3%	3	-4
Cc1cccc(-n2ncc3c(NCCCO)ncnc32)c1	-12	4	-25	8	1	1	1%	5	0
CCOC(=O)N1CCN(C(=O)c2ccc(CS(=O)(=O)c3ccc(OC)cc3)o2)CC1	-1	8	9	1	1	1	2%	7	-11
COc1ccc2c(Cl)c(-c3nnc(SCC(N)=O)n3C)sc2c1	3	3	10	0	1.1	1.1	4%	-1	14
Cn1c(N)c(C(=O)COC(=O)c2ccc3c(c2)OCCO3)c(=O)n(C)c1=O	-1	4	16	5	1	1.1	6%	-8	-7
O=S(=O)(O)c1nc2ccccc2n1Cc1ccc(Cl)cc1	-9	9	10	7	1	1.2	4%	5	24
COc1ncnc2c1NC(=O)CS2	4	4	0	-2	0.99	1.1	10%	-8	-30
Cc1cc2ccccc2c(=O)n1CC(=O)NCC1COc2ccccc2O1 (stereo unspecified)	-6	9	24	2	1	1.6	8%	1	-14
SMILES	MMP-13 inhibitor	PKA inh	HEK293 NFkB inh	ROCK2 blocker	A340 absorber	Fluor 339 460	NADH enzymes	JNK3 inh	Ecoli tolC
COCc1[nH]nc2c1C(c1ccccc1F)C(C#N)=C(N)O2 (stereo unspecified)	3	12	10	5	1	1	3%	-2	1
COc1ccc(CC(CC(=O)O)C(=O)Nc2ccc(OC)cc2)cc1 (stereo unspecified)	-1	3	11	4	1	1.1	2%	6	-15
CCC(CC)C(=O)Nc1c2cnn(-c3ccccc3)c2nc(=O)n1-c1ccccc1	0	8	1	8	1	2.2*	8%	4	24
Cc1cccc(Nc2nc(N)nc(CN3CCN(C)CC3)n2)c1	2	-4	7	-1	1	1.1	9%	-14	-14
COCCNC(=O)c1cc(-c2cccs2)on1	-6	-13	-1	-6	0.99	1	2%	-8	-6
Cc1ccc(NC2=CC(=O)CCC2)cc1C	-4	10	3	4	1.1	1	8%	-4	-2
O=C(c1cccc(C(=O)N2CCN(c3ccccc3F)CC2)n1)N1CCN(c2ccccc2F)CC1	4	1	8	-1	1	1.1	7%	-6	8
O=c1c2ccccc2nnn1CSc1nnc(C2COc3ccccc3O2)n1-c1ccccc1 (stereo unspecified)	4	13	0	2	1	1.1	4%	2	18
CCCc1cc(=O)oc2cc3occ(C)c3cc12	-32	11	-3	9	1.1	2.2*	14%[fluoresces]	-3	8
c1cnc(N2CCSCC2)nc1	-1	-4	2	3	1	1.2	5%	2	7
COc1ccccc1N1C(=O)C2CC=CC(C)C2C1=O (stereo unspecified)	1	7	8	6	1	1.1	7%	1	-5
Cc1cc(NC(=O)c2cc(S(=O)(=O)N3CCCCC3)ccc2C)n(-c2ccccn2)n1	-16	2	16	1	1	1.1	0%	6	-1
CCC1(CC)C(=O)C(C)(C)C(=O)OC1c1cccs1 (stereo unspecified)	-2	5	10	4	0.98	1	4%	3	6
CC(NC(=O)C1CCC1)c1ccc2c(c1)OCO2 (stereo unspecified)	2	9	20	7	1	1.1	2%	-6	-2
c1nc(NCC2(N3CCOCC3)CCCCC2)c2ccsc2n1	4	7	4	·	1	1.1	1%	·	-4
CC(=O)NC(C)C(c1cccs1)N1CCN(c2ccccc2)CC1 (stereo unspecified)	3	0	4	-5	1	1.1	8%	-3	-8
COCCNC(=O)c1c[nH]c2ccc(OC)cc2c1=O	-1	9	14	4	1.1	1.2	7%	4	-9
CN1CCc2c(sc3c2c(=O)n(-c2ccccc2)c2nnc(SCc4ccccc4F)n32)C1	-1	7	-4	6	1.1	1.2	4%	-3	-5
Cc1ccc(N2CC(C(=O)OCc3ccccc3F)CC2=O)cc1 (stereo unspecified)	0	11	14	10	1	1.1	2%	0	21
Cc1csc(NC(=O)c2ccccc2C(=O)O)n1	-6	-9	2	1	1	1	1%	3	-24
CCOC(=O)N1CCN(C(=O)CN(c2cc(C(F)(F)F)ccc2Cl)S(C)(=O)=O)CC1	-1	8	13	0	1	1	10%	-6	6
CCC(c1nnnn1Cc1ccc2c(c1)OCO2)N1CCN(c2ccc(F)cc2)CC1 (stereo unspecified)	-1	2	6	-1	1	1.1	5%	-2	25
CCCSc1nnc(Cn2c(=O)sc3ccccc32)n1-c1ccccc1	-4	5	-16	3	1	1.1	8%	-2	11
CCC(C)Nc1nc(SC(C(C)=O)C(C)=O)nc(N(C)C)n1 (stereo unspecified)	-8	7	11	6	1.1	1.1	3%	-1	6
CCOCc1nc(C)c(Cl)c(NS(=O)(=O)c2ccc(N)cc2)n1	4	2	13	-5	1.1	1.1	4%	0	-14
SMILES	MMP-13 inhibitor	PKA inh	HEK293 NFkB inh	ROCK2 blocker	A340 absorber	Fluor 339 460	NADH enzymes	JNK3 inh	Ecoli tolC
CCCOC(=O)CC1C(=O)NCCN1Cc1ccc(F)cc1 (stereo unspecified)	-4	4	-4	6	1	1.1	5%	-2	-2
COc1ccccc1Nc1nc(N)nc(CSc2nncn2C)n1	3	8	4	·	1	1.1	6%	·	-5
COCCNC(=O)CN(c1cc(Cl)ccc1OC)S(C)(=O)=O	0	16	6	12	1	1.1	6%	2	-16
O=C(CSc1nc(-c2ccccc2)cc(=O)[nH]1)Nc1ccccn1	6	-4	23	2	1	1	7%	-2	-7
CCOc1ccc(NC(=O)CCNS(=O)(=O)c2ccc3c(c2)c(=O)n(C)c(=O)n3C)cc1	4	13	0	5	0.99	1.1	6%	-2	-10
COc1ccc(S(=O)(=O)N(C)CC(=O)N2CCOCC2)cc1	-1	-3	3	-4	1.1	1	4%	-5	-10
COc1ccccc1C(=O)NCCCn1cc(Br)c(C)n1	1	5	21	4	1	1.1	5%	-2	19
CN(C)CCCOC(=O)c1ccc(Cl)cc1Cl	7	6	·	-8	1	1	6%	-6	-4
COc1cccc(C2NC(C)(C(=O)O)C3C(=O)N(C(C)C)C(=O)C23)c1O (stereo unspecified)	-6	5	3	-1	1	1	1%	-5	-19
Cc1ccc(C2CC(C(F)(F)F)n3nc(C(=O)NCC4CCCO4)cc3N2)cc1 (stereo unspecified)	6	1	2	-1	1	1.1	5%	-12	36
